Nrf2 block: inhibitors of Nrf2 signaling. A549 ARE-Fluc reporter, luciferase luminescence, 18-24 h. Potency, µM (highest dose often 46 µM), inactives show at the top dose activity change, negative = inhibition, usual class: inhibitors. hit rate 2.1% among 360,000; also: potency is read from the fitted curve at half-maximal effect; % is scaled to controls: 0 for no effect and ±100 for the full control effect; nearly all actives have a fitted effect of over 60% in size
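A549 ARE_Fluc cells, 5000/well, 5% FBS OPTI-MEM; compounds in dose-response, 18-24 h at 37 °C/5% CO2; CellTiter-Fluor viability read (Ex 405/Em 525), then BugLite luciferase luminescence = Nrf2 activity.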
A549 tox: counter-screen for Nrf2 inhibitors: cytotoxicity in A549 cells | A549 ARE-Fluc cells, CellTiter-Fluor viability, 18-24 h | Potency, µM (titrated, usually from 46 µM), for the others: at the top dose activity change, negative = cytotoxicity, hits mostly inhibitors | hit rate 0.16% among 390,000; also: potency is read from the fitted curve at half-maximal effect; % is scaled to controls: 0 for no effect and ±100 for the full control effect
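Cytotoxicity counterscreen: CellTiter-Fluor fluorescence was measured in A549 ARE_Fluc cells after 18-24 h of compound exposure in a concentration series. The subsequent BugLite luminescent read reports ARE-luciferase activity.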
IL-2 act: activates IL-2 in a cell-based reporter assay | hit rate 0.065% among 360,000 | IL-2 activation reporter assay, cell-based qHTS; stimulated with anti-CD3/CD4/CD28 beads; in transgenic mouse T cells | activation, % (series mostly up to about 46 µM) | AID 652025; in the data active = activation above about 50%; inconclusive = mostly about 30% to 49%; also: 0% is about no effect
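Unstimulated transgenic mouse T cells, 750 per well, received compound and, after 60 minutes, anti-CD3/anti-CD4 bead plus anti-CD28 stimulation. EGFP and DsRed were quantified after 18 hours.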
Nrf2 activator: activates Nrf2 signaling; AREc32 ARE-luciferase reporter (MCF7-derived line), luminescence, 24 h; Potency, µM (titrated, usually from 46.1 µM), without a hit: at the top dose activation, most hits filed as activators; hit rate 0.31% among 410,000; also: potency is read from the fitted curve at half-maximal effect; % of control where 0% means no effect; nearly all actives have a fitted effect of over 65% in size
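Cells of the AREc32 ARE-luciferase line are plated in OPTI-MEM containing 5% FBS and left overnight at 37 deg C. Compounds are pinned in, incubation continues 24 hr, and firefly luciferase signal is then measured.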
S2 tox: reduces viability in counter-screen for ATXN expression inhibitors; S2 cells (HEK-293 line with an ATXN2-luciferase reporter) viability, CellTiter-Fluor protease fluorescence, 24 h; Potency, µM (highest dose often 56.7 µM), usual class: cytotoxic; hit rate 0.49% among 400,000; AID 651635; also: potency is read from the fitted curve at half-maximal effect; nearly all actives have a fitted effect of over 40% in size
EPAC2 agonist: EPAC2 (human) agonism; Q8WZA2; EPAC2 activation, biochemical qHTS; response scale: 100% = 6.5 mM cAMP response; Potency, µM (titrated, usually from 154 µM), for inactives: at the highest dose activation, actives largely listed as activators; hit rate 0.079% among 360,000; also: potency is read from the fitted curve at half-maximal effect; nearly all actives have a fitted effect of over 50% in size
Target sequence (Q8WZA2 whole entry, looked up): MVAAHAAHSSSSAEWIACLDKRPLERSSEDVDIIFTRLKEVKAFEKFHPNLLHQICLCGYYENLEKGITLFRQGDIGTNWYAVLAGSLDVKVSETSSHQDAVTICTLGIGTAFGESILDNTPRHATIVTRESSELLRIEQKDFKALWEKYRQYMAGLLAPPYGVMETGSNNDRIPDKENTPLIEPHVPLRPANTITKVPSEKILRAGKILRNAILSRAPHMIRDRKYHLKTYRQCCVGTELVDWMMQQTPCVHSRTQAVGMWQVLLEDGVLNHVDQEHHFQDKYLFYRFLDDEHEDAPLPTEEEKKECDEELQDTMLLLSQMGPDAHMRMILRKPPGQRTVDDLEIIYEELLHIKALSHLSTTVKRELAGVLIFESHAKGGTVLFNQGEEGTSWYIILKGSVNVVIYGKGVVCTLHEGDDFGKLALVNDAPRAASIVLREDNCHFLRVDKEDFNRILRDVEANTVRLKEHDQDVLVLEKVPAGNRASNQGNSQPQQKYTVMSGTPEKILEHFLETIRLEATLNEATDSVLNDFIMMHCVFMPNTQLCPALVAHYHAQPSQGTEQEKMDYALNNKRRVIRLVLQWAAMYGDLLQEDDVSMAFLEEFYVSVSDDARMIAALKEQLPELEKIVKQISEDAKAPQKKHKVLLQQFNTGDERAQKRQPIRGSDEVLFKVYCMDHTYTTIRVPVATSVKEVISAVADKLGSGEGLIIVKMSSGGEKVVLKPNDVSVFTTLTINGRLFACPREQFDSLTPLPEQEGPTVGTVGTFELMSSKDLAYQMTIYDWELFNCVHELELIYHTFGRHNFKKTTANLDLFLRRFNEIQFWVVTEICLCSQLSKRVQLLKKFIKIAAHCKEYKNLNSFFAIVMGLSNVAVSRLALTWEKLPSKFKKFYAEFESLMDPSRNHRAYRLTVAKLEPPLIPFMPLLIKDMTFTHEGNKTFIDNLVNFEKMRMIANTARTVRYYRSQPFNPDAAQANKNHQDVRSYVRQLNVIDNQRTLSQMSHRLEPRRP
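EPAC2 (100 nM) mixed with Rap1B loaded with BODIPY-GDP (250 nM) plus 50 uM unlabeled GDP; compounds pinned in, 5 min RT, then read every 5 min for 30 min (ex 480, em 540 nm). Normalized to cAMP control.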
TGFb SMAD3 inh: blocks TGF-b signaling | HepG2 CAGA-GFP TGF-b/SMAD3 reporter, GFP fluorescence, 18 h; TGF-beta stimulated, 500 pg/mL final | Potency, µM (top dose mostly 46.1 µM), for the others: top-dose activity, negative = inhibition, most hits filed as inhibitors | hit rate 1.2% among 410,000 | AID 588855; also: potency is read from the fitted curve at half-maximal effect; % is scaled to controls: 0 for no effect and ±100 for the full control effect; nearly all actives have a fitted effect of over 65% in size
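TGF-beta reporter screen: HEPG2 CAGA-GFP, 1% FBS, 500 pg/mL TGF-beta final, 18 h; per-cell GFP summed per well; curves fitted and categorized by class.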
ATXN2 expr inh: reduces ATXN2 reporter expression in HEK-293 cells | AID 1745845 | Potency, µM (top dose mostly 57 µM), for the others: at the top dose activity change, negative = inhibition, most hits filed as inhibitors | HEK-293 ATXN2-luciferase reporter, luminescence, 24 h | hit rate 0.72% among 360,000; also: potency is read from the fitted curve at half-maximal effect; % is scaled to controls: 0 for no effect and ±100 for the full control effect; nearly all actives have a fitted effect of over 55% in size
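qHTS (up to 57 uM final) was run with 24 h compound exposure of reporter cells at 37 °C. Each well was multiplexed: SteadyGlo luminescence measured ATXN2-luciferase expression after a fluorogenic Gly-Phe-AFC viability readout (25 uM final).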
HepG2 tox: counter-screen for TGF-b inhibitors: cytotoxicity in HepG2 cells. HepG2 CAGA-GFP viability, ATP luminescence, 18 h. Potency, µM (series often up to 46.1 µM), without a hit: at the top dose activity change, negative = cytotoxicity, actives largely listed as cytotoxic. hit rate 0.76% among 410,000; also: potency is read from the fitted curve at half-maximal effect; some results filed as inactive show a strong effect at the top dose
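CellTiter-Glo luminescence gave cytotoxicity after 18 hours at 37 degrees C. The cells were HepG2 CAGA-GFP in 1% FBS DMEM, stimulated with 500 pg/mL TGF-beta after compound addition. %Activity was normalised to no-cell wells (complete cell-killing) and DMSO (no toxicity), and curves were fitted and classified.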
Active calls of the source: *; i = inactive; ? = inconclusive; . = no result given; & = joins results of further samples; [ ] = dose if it differs, or a comment. Unless noted, calls follow the shape of the dose curve; as a rule, active = well fitted curve in the direction sought with a large enough effect; inconclusive = small, poorly fitted or top-dose-only effect, or another doubt; inactive = no such curve, though single readings can be large; an effect the other way counts as inactive or inconclusive.

SMILES	Nrf2 block	A549 tox	IL-2 act	Nrf2 activator	S2 tox	EPAC2 agonist	TGFb SMAD3 inh	ATXN2 expr inh	HepG2 tox
CC1(C)CC(=O)C2=C(C1)N=C1SCCC(=O)N1C2c1cccc([N+](=O)[O-])c1 (stereo not given)	-2%	-5%	0.8	3.9%	i	1%	-1%	-32%	2%
CCCNc1nc(C)c(C(C)=O)cc1C#N	?	-2%	-0.2	-0.5%	i	-13%	2%	-2%	15%
O=C(CSc1ccc(-c2ccccc2)nn1)Nc1ccc2c(c1)OCCO2	-8%	-1%	0.3	5.6%	i	6%	?	54%[activator]	6%
N#Cc1cc2c(nc1Cl)CCC2	-4%	-18%	-0.7	0.1%	i	4%	19%	.	33%
CN(C)c1ccc(C(=O)Nc2ccc(-c3nc4ccccc4o3)cc2)cc1	13%	-3%	.	-0.3%	.	.	-5%	.	-4%
O=C(NCC1CCCO1)NC12CC3CC(CC(C3)C1)C2 (stereo not given)	-1%	-4%	-1.5	0.4%	i	3%	-1%	7%	-1%
COc1ccccc1N(CC(O)Cn1ccnc1C)S(=O)(=O)c1ccccc1 (stereo not given)	12%	11%	-1.9	-0.3%	i	13%	4%	3%	-4%
NC(CCC(=O)O)C12CC3CC(CC(C3)C1)C2 (stereo not given)	-15%	4%	0.0	-0.3%	i	6%	-14%	-4%	-5%
O=C1N=c2ccccc2=C1c1[nH]c(=S)[nH]c1O	11%	-15%	0.8	4.2%	?	-1%	0%	-14%	-26%
CC(C)(C)c1ccc(C(=O)NCC(=O)OCC(=O)N2CCN(S(=O)(=O)c3ccc(Cl)cc3)CC2)cc1	18%	-10%	-5.7	0.3%	i	-6%	?	22%	-2%
Cc1nc2cccnc2n1C1CCN(C(=O)Nc2ccccc2)CC1	.	13%	.	2.7%	i	.	13%	8%	-15%
Cc1ccc(NC(=O)c2ccc(-n3cccn3)c([N+](=O)[O-])c2)cc1	?	6%	-2.8	2.8%	i	18%	-19%	-8%	-6%
CC(C)Oc1cccc(NC(=O)c2cnccc2C(F)(F)F)c1	?	12%	-0.1	-0.1%	i	10%	-21%	.	0%
COc1ccc(Nc2nc(C)nc3c2nnn3Cc2ccccc2Cl)c(OC)c1	-10%	0%	1.2	-1.3%	i	-4%	11%	-23%	3%
Cc1ccc(Cl)cc1NC(=O)Cn1cc(C(F)(F)F)cc(Cl)c1=O	-15%	8%	-2.4	0.4%	i	-9%	16%	2%	-1%
CCN1CCN(C2CCCCC2NS(=O)(=O)c2ccc(Cl)cc2)CC1 (stereo not given)	0%	0%	-3.8	0.5%	i	4%	-8%	-26%	-19%
Cc1cccc(NC(=O)CCCC(=O)OC(C)C(=O)c2ccccc2)c1 (stereo not given)	4%	-8%	0.7	-0.1%	i	4%	-1%	4%	-7%
CNNC(=O)C(C)NC(=O)c1ccc(Br)cc1 (stereo not given)	-1%	-1%[1.84 µM]	1.6	-0.3%	i	13%	2%	0%	10%
Cc1cccc(NC(=O)CN(C)S(=O)(=O)c2cnc[nH]2)c1C	8%	0%	1.4	0.9%&-0.4%	i	0%	-21%&2%	-1%	-2%&-5%
COc1cccc(N(C(=O)c2sc(C)nc2C)C(C(=O)NCC2CCCO2)c2ccccc2)c1 (stereo not given)	4%	0%	-0.4	-0.3%	i	6%	-25%	3%	9%

The list goes on, overlapping the part above by 2 compounds.
SMILES	Nrf2 block	A549 tox	IL-2 act	Nrf2 activator	S2 tox	EPAC2 agonist	TGFb SMAD3 inh	ATXN2 expr inh	HepG2 tox
Cc1cccc(NC(=O)CN(C)S(=O)(=O)c2cnc[nH]2)c1C	8%	0%	1.4	0.9%&-0.4%	i	0%	-21%&2%	-1%	-2%&-5%
COc1cccc(N(C(=O)c2sc(C)nc2C)C(C(=O)NCC2CCCO2)c2ccccc2)c1 (stereo not given)	4%	0%	-0.4	-0.3%	i	6%	-25%	3%	9%
O=C(Nc1ccc(N2CCOCC2)cc1)c1cccc(S(=O)(=O)N2CCCC2)c1	?	?	0.0	-0.6%	i	3%	-20%	6%	-10%
CN(C)c1ccc(N2CC(C)(C)C2=O)cc1	?	-1%	0.0	-0.5%	i	0%	3%	12%	-1%
CCc1nc2ccc(C(=O)Nc3ccc(NC(C)=O)cc3)cc2nc1CC	-4%	-2%	-2.8	0.4%	i	2%	4%	-3%	0%
C[C@H]1CN([C@@H](C)CO)C(=O)c2cccc(NC(=O)C3CC3)c2O[C@H]1CN(C)Cc1ccc(-c2ccccc2)cc1	-1%	5%	2.6	-0.3%	i	6%	-2%	-23%	-16%
C=CCN1C(=O)c2ccccc2Sc2ccc(C(=O)N3CCN(C)CC3)cc21	-15%	-7%	1.9	2.1%	i	1%	4%	8%	0%
CCn1c(SCC(=O)Nc2nccs2)nnc1-c1ccc(S(=O)(=O)N2CCCCC2)cc1	-12%	-4%	0.2	-0.6%	?	2%	0%	-9%	-5%
CCOc1ccccc1NC(=O)Cn1c(=O)n(CCCCC(=O)NCCCOC)c(=O)c2ccccc21	16%	-3%	.	-1.3%	i	.	-2%	0%	-27%
Cc1ccc(CCNS(=O)(=O)c2ccc3c(c2)NC(=O)CCS3)cc1	-14%	1%	0.2	-0.8%	i	20%	-24%	.	-20%
CCCCn1c(CNC(=O)C23CC4CC(CC(C4)C2)C3)nnc1SCC(=O)Nc1ccc(F)cc1	-9%	-1%	.	0.3%	?	.	?	?	-36%
COc1ccc(-c2nnn(CC(=O)N(CCO)C(C(=O)NC3CCCC3)c3ccncc3)n2)cc1 (stereo not given)	3%	-10%	1.5	0.4%	i	16%	4%	-3%[11.3 µM]	3%
CCn1c(C(=O)NCc2ccccn2)cc2sccc21	19%	-5%	2.4	-0.4%	i	4%	3%	2%	-13%
CSCCC(NS(=O)(=O)c1cccc(C(F)(F)F)c1)C(=O)Nc1ccccc1N1CCCC1 (stereo not given)	-14%	-4%	-2.8	2.1%	?	-2%	14µM*	1%	-27%
O=C(Nc1ccccc1)Oc1cccc(Br)c1	22%	0%	0.5	4.3%	i	7%	-21%	.	5%
COc1ccc(NC(=O)/C(C#N)=C/c2c(C)nn(-c3ccc(F)cc3)c2Cl)cc1OC	?	-18%	-1.5	16µM*	i	20%	?	-15%	-54%
Cc1cc(NC(=O)C2CCCC2)nc2c1c(=O)oc1ccccc12	.	-1%	-2.7	?	i	-3%	27%	2%	-2%
O=C(CSc1nc2ccccc2[nH]1)Nc1ccc2[nH]c(=O)[nH]c2c1	1%	-2%	-0.4	2.2%	i	-2%	-5%	-2%	3%
CC(C)(C)c1ccc(-c2noc(CCC(N)=O)n2)cc1	0.13µM*	-7%	-1.9	-2.1%	i	-3%	-12%	0.32µM*	-10%
CCOC(=O)Cn1c(=O)oc2cc(S(=O)(=O)N3CCN(c4ccc(C(C)=O)cc4)CC3)ccc21	-12%	-9%	.	2.6%	.	.	0%	.	-6%
O=S(=O)(c1ccc(S(=O)(=O)N2CCC(O)CC2)cc1)N1CCCC1	-10%	-21%	1.1	-0.2%	i	5%	12%	-19%	4%
CCN(C(=S)NC(=O)CCc1ccccc1)c1ccccc1	0%	1%	0.0	-0.2%	i	0%	2%	6%	-10%

As entered above.
COc1ccc(NC(=O)/C(C#N)=C/c2c(C)nn(-c3ccc(F)cc3)c2Cl)cc1OC – IL-2 act = -1.5
O=C(Nc1ccccc1)Oc1cccc(Br)c1 – A549 tox = 0%
CCN(C(=S)NC(=O)CCc1ccccc1)c1ccccc1 – IL-2 act = 0.0

(continued)
SMILES	Nrf2 block	A549 tox	IL-2 act	Nrf2 activator	S2 tox	EPAC2 agonist	TGFb SMAD3 inh	ATXN2 expr inh	HepG2 tox
COc1ccc(CNC(=O)Cn2nc([N+](=O)[O-])c(Br)c2C)cc1OC	-8%	0%	0.4	-0.8%	i	5%	10%	17%	-8%
COc1ccc(-n2nc(C(=O)NCC(=O)Nc3cc(OC)c(OC)c(OC)c3)c3ccccc3c2=O)cc1	?	?	-0.9	0.0%	i	0%	-2%	-7%	-6%
Cc1ccc(-n2ncc(C(=O)Nc3cc(Cl)cc(Cl)c3)c2C2CCNCC2)cc1C	1%	-10%	-0.1	-3.5%	?	19%	?	.	-110%
O=C(COC(=O)/C=C/c1cccc(F)c1)NCc1ccc2c(c1)OCO2	.	.	0.0	-0.7%	i	4%	-11%	.	1%
COc1ccc(NC(=O)n2nc(OC(=O)c3cccs3)cc2N)cc1	27%	2%	-2.0	-0.4%	i	15%	7%	43%[activator]	4%
COc1cccc(C(=O)Nc2cc(Cl)c(O)c(Cl)c2)c1	6%	2%	-0.5	4µM*	i	5%	-18%	.	-43%
Cc1ccc(S(=O)(=O)N2CCCC2C(=O)Nc2ccc(O)cc2)cc1 (stereo not given)	-9%	-9%	-1.6	-0.2%	i	7%	26%	-6%	-6%
COc1cccc(C(=O)Nc2cccc(C(=O)N3CCOCC3)c2)c1	2%	4%	-3.0	-0.6%	i	4%	16%	4%	-9%
O=C(Cn1nnc(-c2ccccc2)n1)N/N=C/c1cc([N+](=O)[O-])ccc1O	9%	-11%	2.0	3.1%	?	-4%	9%	?	6%
CC(Sc1nnnn1-c1ccc(O)cc1)c1nc2ccccc2c(=O)[nH]1 (stereo not given)	-10%	6%	-0.7	-0.8%	i	2%	3%	3%	6%
Cc1cc(C(=O)N2CCCC(N3CCN(c4cccc(Cl)c4)CC3)C2)n(C)n1 (stereo not given)	?	1%	-2.2	0.2%	i	3%	0%	-3%	-18%
Cc1csc(NC(=O)C(Cc2ccccc2)n2cccc2)n1 (stereo not given)	0%	19%	-1.4	7.2%	?	17%	?	-13%	-6%
Cc1cc(C)cc(N2CC(C)Cn3c2nc2c3c(=O)[nH]c(=O)n2C)c1 (stereo not given)	1%	0%	0.1	-0.1%	?	5%	?	.	-34%
Cc1c(Cl)cccc1NC(=O)CC(c1cccs1)N1Cc2ccccc2C1=O (stereo not given)	16%	-11%	.	0.6%	i	.	?	-30%	-17%

From PubChem BioAssay
